Nrf2 inh: blocks Nrf2 signaling; Potency, µM (top dose mostly 46 µM), for the others: at the highest dose activity change, negative = inhibition, most hits filed as inhibitors; A549 ARE-Fluc reporter, luciferase luminescence, 18-24 h; hit rate 2.1% among 360,000; note: potency is the fitted concentration of half-maximal effect; % is set by controls: 0 for no effect and ±100 for the full control effect; nearly all actives have a fitted effect of over 60% in size
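A549 ARE_Fluc cells, 5000/well, 5% FBS OPTI-MEM; compounds in dose-response, 18-24 h at 37 °C/5% CO2; CellTiter-Fluor viability read (Ex 405/Em 525), then BugLite luciferase luminescence = Nrf2 activity.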
S2 tox: cell viability loss in ATXN counter-screen. S2 cells (HEK-293 line with an ATXN2-luciferase reporter) viability, CellTiter-Fluor protease fluorescence, 24 h. Potency, µM (highest dose often 56.7 µM), usual class: cytotoxic. hit rate 0.49% among 400,000. AID 651635; note: potency is the fitted concentration of half-maximal effect; nearly all actives have a fitted effect of over 40% in size
TGFb SMAD3 inh: inhibitors of TGF-b signaling; HepG2 CAGA-GFP TGF-b/SMAD3 reporter, GFP fluorescence, 18 h; TGF-beta stimulated, 500 pg/mL final; Potency, µM (titrated, usually from 46.1 µM), inactives show at the top dose activity, negative = inhibition, actives largely listed as inhibitors; hit rate 1.2% among 410,000; note: potency is the fitted concentration of half-maximal effect; % is set by controls: 0 for no effect and ±100 for the full control effect; nearly all actives have a fitted effect of over 65% in size
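Inhibition of TGF-beta-driven CAGA-GFP reporter expression in HEPG2 cells is measured by cellular GFP fluorescence after 18 h stimulation with 500 pg/mL recombinant TGF-beta in 1% FBS medium at 37 degrees C.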
MCF10A rereplic: induces DNA re-replication in MCF 10a normal breast cells; Potency, µM (series often up to 46.1 µM), inactives show at the highest dose activity, positive = re-replication, usual class: activators; hit rate 2.9% among 350,000; MCF 10A DNA re-replication, Hoechst nuclear intensity, 48 h; note: potency is the fitted concentration of half-maximal effect; % of control where 0% means no effect; nearly all actives have a fitted effect of over 50% in size
HepG2 viability: HepG2 cytotoxicity, counter-screen for TGF-b inhibitors. HepG2 CAGA-GFP viability, ATP luminescence, 18 h. Potency, µM (top dose mostly 46.1 µM), for the others: at the top dose activity change, negative = cytotoxicity, actives largely listed as cytotoxic. hit rate 0.76% among 410,000. AID 588856; note: potency is the fitted concentration of half-maximal effect; some results filed as inactive show a strong effect at the top dose
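HepG2 CAGA-GFP cells (1000/well, DMEM with 1% FBS) received compound, then TGF-beta at 500 pg/mL final, and were incubated 18 hours at 37 degrees C. Viability was read by CellTiter-Glo luminescence. Media-only wells were set as complete cell-killing and DMSO as no toxicity.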
IL-1B inflam inh: inflammasome signaling inhibition, IL-1 beta readout. hit rate 4.7% among 360,000. THP-1 LPS/ATP IL-1B secretion, AlphaLISA, 16 h; active compounds read low. activity change, % at 57.5 µM; in the data active = activity change below about -50%; inconclusive = mostly about -30% to -49%; note: % is set by controls: 0 for no effect and ±100 for the full control effect
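Secreted IL-1B measured by AlphaLISA bead assay after 16 h compound exposure of THP-1 cells; compounds (final up to 57.5 uM) added 1 h before LPS (250 ng/mL) and ATP (1.25 mM) stimulation; lower signal means less secretion.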
A549 tox: kills or reduces viability of A549 cells in Nrf2 counter-screen; hit rate 0.16% among 390,000; A549 ARE-Fluc cells, CellTiter-Fluor viability, 18-24 h; AID 504648; Potency, µM (titrated, usually from 46 µM), without a hit: top-dose activity change, negative = cytotoxicity, usual class: inhibitors; note: potency is the fitted concentration of half-maximal effect; % is set by controls: 0 for no effect and ±100 for the full control effect
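A549 ARE-Fluc cells in 5% FBS OPTI-MEM, 5000 cells/well, rested 2 h then exposed to compounds in concentration-response for 18-24 h at 37 °C. Viability by CellTiter-Fluor fluorescence (Ex 405/Em 525) after 30 min; luciferase luminescence (BugLite, 15 min, RT) read afterwards.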
ATXN2 expr inh: ATXN2 expression inhibition | hit rate 0.72% among 360,000 | Potency, µM (series often up to 57 µM), without a hit: at the highest dose activity change, negative = inhibition, actives largely listed as inhibitors | HEK-293 ATXN2-luciferase reporter, luminescence, 24 h | AID 1745845; note: potency is the fitted concentration of half-maximal effect; % is set by controls: 0 for no effect and ±100 for the full control effect; nearly all actives have a fitted effect of over 55% in size
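ATXN2-luciferase reporter cells (luciferase flanked by upstream and downstream ATXN2 gene portions) were treated 24 h at 37 °C with compounds at up to 57 uM. SteadyGlo luminescence gave expression; GF-AFC fluorescence gave viability.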
Nrf2 activator: activates Nrf2 signaling; AREc32 ARE-luciferase reporter (MCF7-derived line), luminescence, 24 h; AID 624171; Potency, µM (titrated, usually from 46.1 µM), without a hit: at the top dose activation, most hits filed as activators; hit rate 0.31% among 410,000; note: potency is the fitted concentration of half-maximal effect; % of control where 0% means no effect; nearly all actives have a fitted effect of over 65% in size
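Quantitative high-throughput format: AREc32 reporter cells, 1000 per well, received compound by pin transfer and were incubated 24 hr at 37 deg C, 5% CO2, before Steady-Glo luminescence detection.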
* marks the source's active call; other numbers are inactive results; i = inactive; ? = inconclusive; . = no result given; & = joins results of further samples; [ ] = dose if it differs, or a comment. Unless noted, calls come from the whole dose curve; as a rule, active = well fitted curve in the direction sought with a large enough effect; inconclusive = small, poorly fitted or top-dose-only effect, or another doubt; inactive = no such curve, though single readings can be large; an effect the other way counts as inactive or inconclusive. Compounds as they come, and some 8.8% of all compounds hit somewhere here.

SMILES	Nrf2 inh	S2 tox	TGFb SMAD3 inh	MCF10A rereplic	HepG2 viability	IL-1B inflam inh	A549 tox	ATXN2 expr inh	Nrf2 activator
NC(=S)Nc1cccc2cnccc12	-4.0%	i	4.9%	-0.6%	8.2%	34.0	-4.0%	1.8%	0.4%
Cc1ccccc1-n1ncc2c1CC(C)(C)CC2NC(=O)CSc1ccncc1 (stereo not given)	4.4%	i	-6.3%	8.6%	-47.5%	-8.5	1.7%	7.5%	0.7%
COc1ccc(OC)c(NC(=O)c2cc3oc4ccccc4c3cc2O)c1	8.6%	i	-14.8%	16.6%	-8.9%	30.9	1.5%	.	-0.8%
Cc1ccc(C(=O)CCC2CCCCC2=O)cc1 (stereo not given)	?	i	?	.	5.4%	0.0	-2.4%	51.6%[activator]	0.6%
CC(=O)Nc1nnc([N+](=O)[O-])s1	.	i	?	.	-55.7%	7.2	.	.	7.1%
Cc1c(NC(=O)CN2CCCC(C)C2)ccc2nsnc12 (stereo not given)	-7.5%	i	0.0%	-11.6%	9.4%	15.2	1.6%	9.5%	0.5%
O=C1CN(C(=O)CSc2ccccn2)c2ccccc2N1	27.1%	i	5.6%	-14.5%	-2.4%	45.3	0.6%	9.3%	3.8%
COc1ccc(O)c(/C=N/N2CCCCC2)c1	?	i	-6.8%	2.9%	-22.5%	-23.3	14.7%	67.3%[activator]	16.3%
CC(C)C(c1nnnn1C1CCCCC1)N1CCN(C(=O)c2ccco2)CC1 (stereo not given)	0.4%	i	1.9%	-36.4%[inhibitor]	-4.4%	11.5	-4.6%	1.8%	-0.6%
COc1ccc(-c2nc(N)n(S(=O)(=O)c3ccc(C)cc3)n2)cc1	-7.8%	i	3.8%	4.1%	2.2%	0.0	2.0%	8.0%	5.9%

4 of the entries above in order of the TGFb SMAD3 inh value, rising.
| Structure | TGFb SMAD3 inh | IL-1B inflam inh | Nrf2 activator |
| --- | --- | --- | --- |
| Cc1c(NC(=O)CN2CCCC(C)C2)ccc2nsnc12 (stereo not given) | 0.0% | 15.2 | 0.5% |
| CC(C)C(c1nnnn1C1CCCCC1)N1CCN(C(=O)c2ccco2)CC1 (stereo not given) | 1.9% | 11.5 | -0.6% |
| COc1ccc(-c2nc(N)n(S(=O)(=O)c3ccc(C)cc3)n2)cc1 | 3.8% | 0.0 | 5.9% |
| O=C1CN(C(=O)CSc2ccccn2)c2ccccc2N1 | 5.6% | 45.3 | 3.8% |

Other results:
SMILES	Nrf2 inh	S2 tox	TGFb SMAD3 inh	MCF10A rereplic	HepG2 viability	IL-1B inflam inh	A549 tox	ATXN2 expr inh	Nrf2 activator
O=C(Nc1ccccc1)c1cc2ccccc2[nH]1	?	i	?	-2.9%	-23.7%	-2.2	8.9%	40.1%[activator]	7.5%
CCOc1ccc(CNC(=O)CC(C)n2nc(C)cc2C)cc1OC (stereo not given)	6.4%	i	2.3%	.	-32.6%	.	-0.3%	6.2%	-0.5%
COCCn1nnnc1CN(CCc1ccccc1)Cc1cc2cc(OC)ccc2[nH]c1=O	-6.9%	i	-4.7%	23.3%	-19.5%	-9.8	-0.4%	1.3%	0.6%
COc1cc2[nH]c(=O)n(Cc3ccc(C(=O)N4CCN(c5cc(Cl)ccc5C)CC4)cc3)c(=O)c2cc1OC	-16.3%[9.27 µM]	i	7.0%	.	-19.8%	.	8.4%	-7.4%	-0.2%
O=C(NCC1CC1)C1(C(F)(F)F)CC(CCc2ccccc2)CCCO1 (stereo not given)	6.0%&-6.9%	i	?	?	-9.0%&-22.7%	-2.4	0.6%&-1.3%	-15.4%	6.4%
COc1ccccc1-c1noc(-c2ccc(NCC3CCCO3)c([N+](=O)[O-])c2)n1 (stereo not given)	9.0%	i	-0.2%	.	-10.3%	.	-2.2%	40.4%[activator]	5.8%
CC(C)C(=O)NCCc1nc(-c2ccccc2Cl)no1	?	i	-0.3%	-3.5%	-0.2%	4.8	2.5%	6.3%	1.1%
O=C(COc1ccc([N+](=O)[O-])cc1)NNC(=O)Nc1ccccc1F	-12.4%	i	-1.0%	-1.0%	1.5%	11.3	2.0%	-7.8%	-0.6%
COc1ccc(CCC(=O)Nc2ccc(Br)cn2)cc1	?	i	-19.7%	?	-30.0%	-0.8	-2.2%	?	-0.4%
COc1ccc(C=C(C(=O)c2ccccc2)C(=O)c2ccccc2)cc1	.	i	?	.	11.2µM*	-82.5*	.	75.1%[activator]	21.8%
Cc1ccc(NC(=S)NNC(=O)c2cccc([N+](=O)[O-])c2)cc1Cl	2.9%	i	?	18.6%	-53.0%	-3.1	7.0%	.	6.3%
CCCCN(CCCC)S(=O)(=O)c1ccc(C(=O)Nc2sc3c(c2C(N)=O)CCN(CC)C3)cc1	.	.	48.2%[activator]	.	-38.0%	.	-2.5%	-30.8%	6.1%
CN(C)C(=O)CSc1cnc2ccccc2n1	?	i	5.4%	-2.5%	-1.7%	1.3	-3.9%	4.3%	0.8%

Structures above containing a furan ring, fused or not:
SMILES	Nrf2 inh	S2 tox	TGFb SMAD3 inh	MCF10A rereplic	HepG2 viability	IL-1B inflam inh	A549 tox	ATXN2 expr inh	Nrf2 activator
COc1ccc(OC)c(NC(=O)c2cc3oc4ccccc4c3cc2O)c1	8.6%	i	-14.8%	16.6%	-8.9%	30.9	1.5%	.	-0.8%
CC(C)C(c1nnnn1C1CCCCC1)N1CCN(C(=O)c2ccco2)CC1 (stereo not given)	0.4%	i	1.9%	-36.4%[inhibitor]	-4.4%	11.5	-4.6%	1.8%	-0.6%
